BCR signal inh = blocks chronic active B-cell receptor signaling; ABC-DLBCL IkBa-CBG/CBR reporter, luminescence ratio, 4 h; Potency, µM (top dose mostly 46.1 µM), inactives show at the highest dose ratio change, negative = lower green/red ratio, actives largely listed as inhibitors; actives 0.05% (n = 340,000); AID 493014; active means well fitted inhibition curve with a large enough effect in the signal ratio, with a control signal flat, not every such curve was filed as active; inconclusive means small, poorly fitted or top-dose-only effect, or effect the other way, or a change in a side signal; the % refers to the signal ratio;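 further: potency means the concentration at half of the fitted maximal effect; plate controls were basal doxycycline-induced cells for no effect and cells given 10 µM MG132 for full effect; MG132 reads +100%, hits lower the ratio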
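TMD8 ABC-DLBCL cells carrying doxycycline-inducible green luciferase fused to IkappaBalpha plus unfused red luciferase were exposed to compounds (up to 46 uM) for 4 hrs at 37C. Activity came from the overlap-corrected green/red luminescence ratio.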
KCNH2 WT inh = blocks the wildtype human KCNH2 potassium channel | Q12809 | U2OS, BacMam KCNH2, thallium flux FluxOr; stronger effect = lower value | activity change, % at 1.84 µM | AID 720551 | actives 0.37% (n = 340,000);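 active means maximum activity change below -70%; inconclusive means maximum activity change between -70% and -50%; inactive means maximum activity change above -50%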
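U2OS cells were transduced with wild-type KCNH2 virus (2.03 x 10^8 / mL) for 4 h at room temperature, then cultured overnight at 37 C. Thallium flux was read with FluxOr dye. Rate constants were normalized to DMSO controls.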
B2AR arrestin = recruits beta-arrestin to the human beta2-adrenergic receptor; P07550; beta-arrestin recruitment to beta2AR, cell-based reporter; Potency, µM (highest dose often 46.1 µM), inactives show at the highest dose activation, most hits filed as activators; actives 0.02% (n = 330,000);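 further: potency means the concentration at half of the fitted maximal effect; 0% = DMSO controls and full agonism = EC100 isoproterenol or metaproterenol; nearly all actives have a fitted effect of over 65% in size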
Eya2 phos inh = inhibitors of human Eya2 phosphatase activity; recombinant Eya2, OMFP fluorescence dephosphorylation (OMFP is methylfluorescein phosphate); Potency, µM (top dose mostly 76.9 µM), for the others: at the highest dose activity, negative = inhibition, most hits filed as inhibitors; actives 0.006% (n = 330,000); AID 488837; further: potency means the concentration at half of the fitted maximal effect
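Eya2 protein (added as 0.2 uM solution) was preincubated with compound for 10 min at ambient temperature in 50 mM HEPES pH 7.5, 50 mM NaCl, 5 uM MgCl2, 0.05% BSA, 1 mM DTT. OMFP (added at 50 uM) then reacted 10 min; fluorescence read at 485/525 nm.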
uPA surface inh = inhibitors of cell surface uPA generation. actives 0.31% (n = 330,000). cell surface uPA generation assay, qHTS. Potency, µM (top dose mostly 38.3 µM), for the others: top-dose activity change, negative = inhibition, most hits filed as inhibitors. AID 540303; active means well fitted inhibition curve with a large enough effect; inconclusive means small, poorly fitted or top-dose-only effect; inactive means no such curve, though single readings can be large or run the other way; tested in mouse RAW 264.7 cells; further: potency means the concentration at half of the fitted maximal effect; nearly all actives have a fitted effect of over 55% in size
USP2a block = inhibitors of human ubiquitin-specific protease USP2a; O75604; USP2 core, Ub-CHOP2 coupled fluorogenic reporter, 485/531; Potency, µM (series often up to 38.3 µM), without a hit: at the top dose activity change, negative = inhibition, usual class: inhibitors; actives 0.01% (n = 330,000);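 further: potency means the concentration at half of the fitted maximal effect; plate controls were DMSO wells for no effect and full inhibition by NEM control for full effect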
Target sequence (O75604 whole entry, looked up): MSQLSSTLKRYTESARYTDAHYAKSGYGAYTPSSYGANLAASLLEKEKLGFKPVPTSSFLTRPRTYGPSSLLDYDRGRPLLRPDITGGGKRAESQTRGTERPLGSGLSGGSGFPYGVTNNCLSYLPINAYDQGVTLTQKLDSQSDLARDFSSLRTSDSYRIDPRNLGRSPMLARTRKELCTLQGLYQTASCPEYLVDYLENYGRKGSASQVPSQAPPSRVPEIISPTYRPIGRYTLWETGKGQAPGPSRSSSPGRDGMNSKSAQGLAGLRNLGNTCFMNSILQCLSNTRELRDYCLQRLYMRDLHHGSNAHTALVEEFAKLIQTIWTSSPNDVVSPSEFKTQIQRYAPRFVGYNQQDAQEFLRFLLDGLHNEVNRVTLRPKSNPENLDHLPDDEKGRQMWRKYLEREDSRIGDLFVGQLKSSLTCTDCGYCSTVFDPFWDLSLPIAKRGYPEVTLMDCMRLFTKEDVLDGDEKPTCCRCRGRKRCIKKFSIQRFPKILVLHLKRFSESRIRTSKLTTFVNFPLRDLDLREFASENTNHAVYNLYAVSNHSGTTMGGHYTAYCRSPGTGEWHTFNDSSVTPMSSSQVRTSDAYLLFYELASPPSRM
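Deubiquitinase activity read as fluorescence (485/531 nm) after Ub-CHOP2 cleavage activates the enterokinase reporter on its substrate; USP2 core 10nM, Ub-CHOP2 and substrate 25nM each, 30min compound preincubation then 60min RT; data normalized to NEM, curves fitted.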
PKM2 act = increases activity of human pyruvate kinase M2 | P14618 | purified PKM2, Kinase-Glo ATP luminescence, activation; response scale: 0% is enzyme alone, no compound | Potency, µM (highest dose often 57.5 µM), for inactives: at the top dose activation, hits mostly activators | actives 0.34% (n = 260,000) | AID 1631; further: potency means the concentration at half of the fitted maximal effect; nearly all actives have a fitted effect of over 55% in size
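Kinase-Glo luminescence reports ATP generated from ADP (0.1 mM) and PEP (0.5 mM) by purified hPK-M2 after 1 h at room temperature, pH 7.2 imidazole buffer; intermediate enzyme activity allows detecting inhibitors and activators.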
KCNH2 3.1 inh = blocks the human KCNH2 3.1 channel isoform. actives 0.95% (n = 340,000). U2OS KCNH2 3.1, thallium flux FluxOr; stronger effect = lower value. activity change, % (tested at about 1.8 µM);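 active means maximum activity change below -70%; inconclusive means maximum activity change from -70% to -50%; inactive means maximum activity change above -50%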;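 further: thallium influx rate constant from kinetic fluorescence after stimulation buffer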
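Thallium flux read-out: FluxOr dye with Red40 quencher in HBSS/HEPES, 45 min at RT. Rate constants from kinetic reads were normalized to positive and negative DMSO controls. Cells: U2OS virally expressing the 3.1 isoform.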
Giardia killer = kills Giardia lamblia; activity change, % at 7.66 µM, hits read low; Giardia lamblia trophozoite viability; actives 0.15% (n = 340,000); in the data active means activity change below about -80%; inconclusive means between about -30% and that limit;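 further: parasites exposed to compound for two days anaerobically before the ATP read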
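Luminescent ATP signal served as the viability read-out, measured 15-30 min after adding ATP detection reagent to trophozoites that had been incubated with compounds for 48 hrs at 37 deg C anaerobically at 100 cells/well.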
GALK inhibitor = galactokinase (human) inhibition; P51570; Purified GALK, Kinase-Glo residual ATP luminescence; Potency, µM (doses to about 57.5 µM), for the others: at the top dose activity change, negative = inhibition, hits mostly inhibitors; actives 0.007% (n = 270,000); further: potency means the concentration at half of the fitted maximal effect
Target sequence (P51570 whole entry, looked up): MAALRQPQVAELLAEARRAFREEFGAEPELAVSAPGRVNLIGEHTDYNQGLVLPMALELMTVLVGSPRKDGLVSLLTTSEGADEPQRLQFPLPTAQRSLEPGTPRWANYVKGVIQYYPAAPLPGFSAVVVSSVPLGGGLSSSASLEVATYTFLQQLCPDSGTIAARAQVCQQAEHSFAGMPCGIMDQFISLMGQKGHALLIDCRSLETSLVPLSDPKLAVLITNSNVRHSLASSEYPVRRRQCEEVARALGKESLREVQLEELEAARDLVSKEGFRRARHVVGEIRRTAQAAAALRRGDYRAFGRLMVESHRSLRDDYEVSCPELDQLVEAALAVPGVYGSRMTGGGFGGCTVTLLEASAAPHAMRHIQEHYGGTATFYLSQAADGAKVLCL
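Compounds were pin-transferred into ATP buffer (35 uM final), then GALK plus galactose (5 nM, 100 uM final) was added. After 1 h at room temperature, Kinase-Glo Plus was added and luminescence read after 10 min.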
FBPA coupling cs = inhibits coupling enzyme system, counter-screen for aldolase hits. actives 0.67% (n = 290,000). coupling enzyme system counterscreen, AmpLite Red fluorescence. activity change, negative = inhibition, % at 58.2 µM, hits read low; in the data active means activity change below about -30%
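Counterscreen lacking aldolase: glyceraldehyde-3-phosphate coupling-enzyme reagent preincubated 10 min at RT with compound (at 57.5 uM final), then substrate/coupling system with AmpLite Red added; fluorescence read at 525/598 nm after 20 min RT.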
Starred values were filed as active, the others as inactive; [ ] = remark or other dose. Unless noted, the call rests on the fitted dose curve; in most records, active means well fitted curve in the direction sought with a large enough effect; inconclusive means small, poorly fitted or top-dose-only effect, or another doubt; inactive means no such curve, though single readings can be large; an effect the other way counts as inactive or inconclusive. Unless noted, on the % scale 0 is the no-effect control and ±100 the full control effect.

What do the screens show for `CC1(C)C(c2ccccc2)=NC(c2ccc(F)cc2)N1O` (stereo not given)?
BCR signal inh: 1%; KCNH2 WT inh: 17; B2AR arrestin: 0.1%; Eya2 phos inh: -10%; uPA surface inh: -7%; USP2a block: 4%; PKM2 act: 0%; KCNH2 3.1 inh: 17; Giardia killer: 7; GALK inhibitor: -2%; FBPA coupling cs: 0

What do the screens show for `COc1cc(Nc2nnc(C)s2)c(Cl)cc1Cl`?
BCR signal inh: -9%; KCNH2 WT inh: 2; B2AR arrestin: -0.3%; Eya2 phos inh: -4%; uPA surface inh: -2%; USP2a block: 7%; PKM2 act: 1%; KCNH2 3.1 inh: 14; Giardia killer: -7; GALK inhibitor: 2%; FBPA coupling cs: 0

What do the screens show for `Cc1ccc(/C=C2\SC(=S)N(CCC(=O)NNC(=O)c3ccncc3)C2=O)cc1`?
BCR signal inh: inconclusive; KCNH2 WT inh: 1; B2AR arrestin: -0.5%; Eya2 phos inh: -7%; uPA surface inh: -16%; USP2a block: -1%; PKM2 act: -7%; KCNH2 3.1 inh: -14; Giardia killer: -7; GALK inhibitor: -2%; FBPA coupling cs: 2

How did O=C(Nc1ccc(N2CCN(C(=O)c3ccco3)CC2)c(Cl)c1)c1cccnc1 do in these assays?
BCR signal inh: -7%; KCNH2 WT inh: -10; B2AR arrestin: -0.2%; Eya2 phos inh: -16%; uPA surface inh: 1%; USP2a block: 1%; PKM2 act: 5%; KCNH2 3.1 inh: 11; Giardia killer: inconclusive; GALK inhibitor: 0%; FBPA coupling cs: 0

Results for CCOc1ccc(C(C)NC(=O)c2ccccc2OCc2c(C)noc2C)cc1OCC (stereo not given) ?
BCR signal inh: -14%; KCNH2 WT inh: -5; B2AR arrestin: 0.9%; Eya2 phos inh: -1%; uPA surface inh: -10%; USP2a block: 0%; PKM2 act: -1%; KCNH2 3.1 inh: 7; Giardia killer: 23; GALK inhibitor: -1%

What do the screens show for `CSc1ncccc1C(=O)OCc1ccc([N+](=O)[O-])cc1`?
BCR signal inh: inconclusive; KCNH2 WT inh: -10; B2AR arrestin: -0.4%; Eya2 phos inh: -5%; uPA surface inh: 3%; USP2a block: 4%; PKM2 act: -2%; KCNH2 3.1 inh: 4; Giardia killer: 11; GALK inhibitor: -2%; FBPA coupling cs: 2

Results for CCOC(=O)[C@H]1[C@H]2COc3ccc(OC)cc3[C@@H]2N2C(=O)c3cc(C)ccc3NC(=O)[C@@]12C ?
BCR signal inh: 3%; KCNH2 WT inh: -17; B2AR arrestin: 4.7%; Eya2 phos inh: -4%; uPA surface inh: 7%; USP2a block: -2%; KCNH2 3.1 inh: -18; Giardia killer: 30[activator]

Results for O=C(Nc1cccc(Br)c1)c1ccn[nH]1 ?
BCR signal inh: inconclusive; KCNH2 WT inh: -5; B2AR arrestin: -0.2%; Eya2 phos inh: 10%; uPA surface inh: 0%; USP2a block: 4%; PKM2 act: 8%; KCNH2 3.1 inh: -5; Giardia killer: -2; GALK inhibitor: 0%; FBPA coupling cs: -1

Results for COc1ccc(Cc2nnc3sc(SCC(=O)Nc4ccccc4)nn3c2=O)cc1OC ?
BCR signal inh: -4%; KCNH2 WT inh: -8; B2AR arrestin: -0.2%; Eya2 phos inh: 3%; uPA surface inh: 1%; USP2a block: 3%; KCNH2 3.1 inh: 4; Giardia killer: 16

How did Clc1cccc(-c2nnc(-c3ccccc3)o2)c1 do in these assays?
BCR signal inh: inconclusive; KCNH2 WT inh: 28; B2AR arrestin: -0.7%; Eya2 phos inh: 10%; uPA surface inh: -9%; USP2a block: -1%; PKM2 act: -20%; KCNH2 3.1 inh: -13; Giardia killer: -28; GALK inhibitor: 0%; FBPA coupling cs: 2

How did COc1cccc(C(c2nnnn2CS(=O)(=O)c2ccc(C)cc2)N2CCN(C)CC2)c1OC (stereo not given) do in these assays?
BCR signal inh: -2%; KCNH2 WT inh: -5; B2AR arrestin: -0.6%; Eya2 phos inh: -2%; uPA surface inh: 0%; USP2a block: 0%; PKM2 act: 1%; KCNH2 3.1 inh: 2; Giardia killer: -6; GALK inhibitor: 4%; FBPA coupling cs: 1

How did CC(C)c1ccc(NC(=O)CSc2nnc(CN3CCOCC3)n2C)cc1 do in these assays?
BCR signal inh: 4%; KCNH2 WT inh: -21; B2AR arrestin: -0.1%; Eya2 phos inh: 7%; uPA surface inh: -7%; USP2a block: 4%; KCNH2 3.1 inh: 12; Giardia killer: 7; GALK inhibitor: -1%; FBPA coupling cs: -1

How did Cc1nc2c(=O)[nH]c(=S)n(C)c2nc1C do in these assays?
BCR signal inh: -1%; KCNH2 WT inh: 11; B2AR arrestin: -0.4%; Eya2 phos inh: 7%; uPA surface inh: 4%; USP2a block: 5%; PKM2 act: -18%; KCNH2 3.1 inh: 11; Giardia killer: -5; FBPA coupling cs: -4

What do the screens show for `O=C(NCCCN1CCOCC1)c1ccc(S(=O)(=O)Nc2cccc(C(F)(F)F)c2)cc1`?
BCR signal inh: 6%; KCNH2 WT inh: 0; B2AR arrestin: -0.5%; Eya2 phos inh: -26%; uPA surface inh: 4%; USP2a block: 1%; KCNH2 3.1 inh: 14; Giardia killer: -26

What do the screens show for `CCOC(=O)C1(Cc2cccc(Cl)c2)CCCN(C2CCN(C(C)=O)CC2)C1` (stereo not given)?
BCR signal inh: inconclusive; KCNH2 WT inh: 7; B2AR arrestin: 0.3%; Eya2 phos inh: -3%; uPA surface inh: -2%; USP2a block: 0%; PKM2 act: 12%; KCNH2 3.1 inh: -2; Giardia killer: 7; GALK inhibitor: 1%; FBPA coupling cs: 2

Results for C/C(=N\Nc1cc(C)nc(NCc2ccccc2)n1)c1ccc([N+](=O)[O-])cc1 ?
BCR signal inh: -18%; KCNH2 WT inh: 0; B2AR arrestin: 0.4%; Eya2 phos inh: -6%; uPA surface inh: 8%; USP2a block: 1%; PKM2 act: 0%; KCNH2 3.1 inh: -18; Giardia killer: 5; GALK inhibitor: 0%; FBPA coupling cs: 0

Results for COc1ccc(C(=O)NCc2nnc(SCC(=O)N3CCCC3)o2)cc1 ?
BCR signal inh: -3%; KCNH2 WT inh: 7; B2AR arrestin: -0.2%; Eya2 phos inh: 3%; uPA surface inh: 1%; USP2a block: 0%; KCNH2 3.1 inh: 29; Giardia killer: 10; GALK inhibitor: 2%; FBPA coupling cs: 0

How did O=C(NC1CCCCCCC1)c1cccnc1 do in these assays?
BCR signal inh: -1%; KCNH2 WT inh: -12; B2AR arrestin: -0.8%; Eya2 phos inh: 2%; uPA surface inh: -4%; USP2a block: 1%; PKM2 act: -3%; KCNH2 3.1 inh: 19; Giardia killer: -13; GALK inhibitor: 5%; FBPA coupling cs: 3

Results for CC(=O)Nc1ccc(S(=O)(=O)Nc2cccc3[nH]ncc23)cc1 ?
BCR signal inh: -9%; KCNH2 WT inh: 9; B2AR arrestin: -0.2%; Eya2 phos inh: 7%; uPA surface inh: -1%; USP2a block: 4%; PKM2 act: 7%; KCNH2 3.1 inh: 4; Giardia killer: 22; GALK inhibitor: 8%; FBPA coupling cs: 0

Results for COc1ccc2c(COC(=O)CNS(=O)(=O)c3ccccc3)cc(=O)oc2c1 ?
BCR signal inh: 2%; KCNH2 WT inh: 1; B2AR arrestin: -0.2%; Eya2 phos inh: 9%; uPA surface inh: 5%; USP2a block: 4%; KCNH2 3.1 inh: -13; Giardia killer: 19

What do the screens show for `CC1(C)CC(=O)C(C2NCCc3ccccc32)=C(O)C1` (stereo not given)?
BCR signal inh: 8%; KCNH2 WT inh: -9; B2AR arrestin: 0.4%; Eya2 phos inh: 1%; uPA surface inh: 0%; USP2a block: -5%; PKM2 act: -1%; KCNH2 3.1 inh: -3; Giardia killer: -3; GALK inhibitor: 4%; FBPA coupling cs: -4

Results for O=C(CC1S/C(=N/N=C/c2cccnc2)NC1=O)Nc1ccccc1 (stereo not given) ?
BCR signal inh: inconclusive; KCNH2 WT inh: -4; B2AR arrestin: 0.1%; Eya2 phos inh: -12%; uPA surface inh: -4%; USP2a block: 3%; PKM2 act: -2%; KCNH2 3.1 inh: 12; Giardia killer: -5; GALK inhibitor: -3%; FBPA coupling cs: 0

Results for CC(=O)N[C@@H](Cc1c[nH]c2ccccc12)C(=O)OCC(=O)Nc1ccc(S(=O)(=O)N(C)C)cc1 ?
BCR signal inh: -1%; KCNH2 WT inh: 17; B2AR arrestin: 0.2%; Eya2 phos inh: 4%; uPA surface inh: 4%; USP2a block: 0%; PKM2 act: -18%; KCNH2 3.1 inh: -12; Giardia killer: -2; GALK inhibitor: 1%; FBPA coupling cs: -1

Assay outcomes: PubChem BioAssay, National Center for Advancing Translational Sciences (NCATS)

An unsorted share of the library. About 2.4% of those tested had a hit in this group.
